Dynein cargo inh: dynein cargo transport inhibition. 3617.4 mouse cells, GR-EGFP nuclear translocation imaging; test concentration mostly 20 µM; stimulated with dexamethasone, 1 µM; active compounds read low. z-score, hits read low. 220,000 compounds, 0.47% hits. AID 1381;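 active means plate z-score of nuclear minus cytoplasmic receptor signal below a set negative limit, without overly bright fluorescence or cell loss, cut at about -3.5 in these data, passing the limit was not always enough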;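 further: z-score of nuclear minus cytoplasmic ring GR-EGFP intensity difference per well; some compounds called inactive have numbers as strong as hits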
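Buffer or medium: tet-free, stripped-serum medium; Also added: dexamethasone, 1.0 µM final; Technique: high-content fluorescence imaging after fixation; Times: 48 h induction, 1 h compound, 30 min dex at 37 °C; Read-out: per-cell GR-EGFP intensity, nucleus versus surrounding cytoplasmic ring, well-averaged.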
Ins promoter up: MIN6 insulin promoter up-regulation; 190,000 compounds, 0.3% hits; z-score at 5 µM; MIN6 insulin promoter-GFP reporter, high-content imaging; active compounds read high;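 active means z-score above 3 at 5 µM with at least 500 cells counted in the well; inconclusive means wells under 500 cells, flagged as cytotoxic or low count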
K1F lysis inhibition: inhibition of K1F phage lysis, E. coli UTI89, bacterial capsule biogenesis inhibitors, alamar blue (AID 488966); E. coli UTI89 K1F phage lysis, alamar blue, 2 h; higher % means a stronger effect; inhibition, % at 100 µM, or IC50 in µM where a hit was titrated; 340,000 compounds, 0.02% hits;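 active means phage lysis inhibition, versus mean bacterial control, above a set limit; inconclusive means no clear call, values can overlap the other calls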;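 further: capsule biogenesis inhibitors block K1F phage lysis so surviving cells raise fluorescence; higher fluorescence means more inhibition of phage lysis; actives were called in the ten point dose series up to 300 µM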
Autophagy mod: modulators of autophagy | AID 463193 | 190,000 compounds, 0.98% hits | MEF GFP-LC3 puncta imaging; test concentration mostly 10 µM | calls only at 10 µM (by protocol);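 active means percentage of spot-positive cells more than 3 SD above its plate mean, without a fluorescence outlier flag or 80% toxicity; inconclusive means no clear call, values can overlap the other calls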;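 further: spot-positive cell cutoff set from DMSO-treated cells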
bCat nuc transl: alters nuclear translocation of beta-catenin in HeLa cells | immunofluorescence imaging | nuclear translocation activity, % at 5 µM | 190,000 compounds, 0.3% hits;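 active means nuclear translocation activity above 50% at 5 µM, with a well cell count of 50 or more; inconclusive means wells under 50 cells across six images, flagged as toxic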;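 further: per-cell ratio of nuclear to cytoplasmic median beta-catenin stain intensity; plate controls were DMSO negative control for no effect and GSK-3 inhibitor IX positive control for full effect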
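Assay system: human HeLa cells, native beta-catenin; doses: 5 µM primary, 0.02–20 µM confirmation; incubation: compound treatment 24 h, 37°C, 5% CO2; technique: fluorescence imaging of beta-catenin antibody stain plus DAPI; measure: % activation, nuclear-to-cytoplasmic median beta-catenin signal ratio per cell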
P. falciparum M1AAP: P. falciparum M1AAP inhibitors, biochemical, fluorogenic H-Leu-NHMec substrate, 1536-well (AID 1445); recombinant M1AAP, H-Leu-NHMec fluorogenic kinetic assay; higher % means a stronger effect; inhibition, % at 30 µM, or IC50 in µM where a hit was titrated; 220,000 compounds, 0.42% hits;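 active means primary inhibition above the hit cutoff, then over 50% inhibition at one or more dose response concentrations, cut at about 23% in these data, passing the limit was not always enough; inconclusive means conflicting primary data, or primary hits not chosen for dose response; inactive means low primary inhibition, or under 50% at every dose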;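 further: plate controls were DMSO full reaction for no effect and no enzyme background for full effect; strong numbers were not always called active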
ER stress rescue: protection against thapsigargin-triggered cell killing – 384-well, CSM14.1, ATP luminescence, primary screen (AID 1222); one-dose cellular ATP content (survival), % at 20 µM; EC50 in µM for titrated hits; CSM14.1 thapsigargin-induced death rescue, ATP luminescence; higher % means a stronger effect; 190,000 tested, under 10 active;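 active means EC50 below 50 µM in the dose-response confirmation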;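 further: death triggered by thapsigargin at about 15 µM added after 2 h compound pretreatment; cell ATP read after overnight thapsigargin exposure of roughly 18 to 22 hours; normalized against plate controls of thapsigargin alone and 5% DMSO vehicle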
M17LAP inhibition: P. falciparum M17LAP inhibitors, primary screen, biochemical, fluorogenic H-Leu-NHMec substrate, 1536-well (AID 1619); recombinant M17LAP, H-Leu-NHMec fluorogenic kinetic assay; higher % means a stronger effect; inhibition, % at 30 µM, or IC50 in µM where a hit was titrated; 220,000 compounds, 0.38% hits;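 active means compound inhibiting the enzyme by more than half at any dose during confirmatory dose-response retesting; inconclusive means strong single-dose inhibitors picked by rank but not retested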;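 further: plate controls were full reaction with DMSO carrier for no effect and no enzyme background for full effect; strong numbers were not always called active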
MT stabilize HCS: stabilizes microtubules in HeLa cells; HeLa tubulin immunostaining HCS, 24 h; share of cells brighter than vehicle mean+2SD; % tubulin-high responders, % at 10 µM; 200,000 compounds, 0.83% hits; AID 2205;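 active means plate Z-score above 3 for both tubulin-high and condensed-nucleus cell shares, with cell loss under 80%, at 10 µM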;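 further: anti alpha tubulin signal scored within the nucleus-defined area of each cell; some results filed as inactive read as strong as hits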
Dynein cargo inh cytoplasmic EGFP: recorded beside Dynein cargo inh, whose call it bears; z-score; measured here: cytoplasmic GR-EGFP intensity; active compounds read high
Dynein cargo inh nuclear GR-EGFP: also measured in Dynein cargo inh; calls as there; z-score; measured here: nuclear GR-EGFP intensity;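 lower value marks the stronger effect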
Dynein cargo inh cell count: second read-out of Dynein cargo inh, no call of its own (marks repeat the call); z-score; measured here: cell count per field
Ins promoter up cell count: second read-out of Ins promoter up, no call of its own (marks repeat the call); cell count; measured here: cytotoxicity, nuclei count;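 total cells summed across four imaged fields per well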
bCat nuc transl cell count 5 µM: also measured in bCat nuc transl; calls as there; cell count; measured here: cell count, cytotoxicity flag
MT stabilize HCS Hoechst-high %: second read-out of MT stabilize HCS, no call of its own (marks repeat the call); % Hoechst-high responders; measured here: nuclear condensation Hoechst responders;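 share of cells brighter than vehicle mean plus two SD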
MT stabilize HCS cytotoxicity %: also measured in MT stabilize HCS; calls as there; toxicity, %; measured here: cytotoxicity by cell density;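 0% = mean cell density of plate MIN control wells and 100% = no cells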
Autophagy mod cell loss 18 h: second read-out of Autophagy mod, no call of its own (marks repeat the call); toxicity, %; measured here: cell loss, nuclei count;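 cell loss after 18 h compound exposure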
Starred values were filed as active, the others as inactive; i = inactive; ? = inconclusive; nt = not tested or not shown; [ ] = another dose, or the depositor's remark. The list is partial; the hit share may differ from the screen's.

SMILES	Dynein cargo inh	Dynein cargo inh cytoplasmic EGFP	Dynein cargo inh nuclear GR-EGFP	Dynein cargo inh cell count	Ins promoter up	Ins promoter up cell count	K1F lysis inhibition	Autophagy mod	Autophagy mod cell loss 18 h	bCat nuc transl	bCat nuc transl cell count 5 µM	P. falciparum M1AAP	ER stress rescue	M17LAP inhibition	MT stabilize HCS	MT stabilize HCS Hoechst-high %	MT stabilize HCS cytotoxicity %
CCC(=NCc1cccnc1)c1c(O)n(-c2ccccc2C)c(=O)[nH]c1=O	-0.16	-0.24	-0.093	0.03	-0.08	1194	-2.6%	nt	nt	1.4	1312	-1%	nt	0%	nt	nt	nt
CCCCOc1ccc(CN2CCN(CC)CC2)cc1	-0.62	-0.23	-0.54	1.5	-0.95	874	-0.4%	i	53	-3.2	1231	3%	0.3%	-8%	2.9	2.8	10
CCOP(=O)(Cc1ccc(C(=O)CC)o1)OCC	-0.77	0.92	-0.22	0.9	-0.36	1108	-1.8%	nt	nt	0.9	1359	0%	nt	0%	nt	nt	nt
CC1CC(OC(=O)c2ccccc2)(c2ccccc2)C(C)CN1C (stereo not given)	0.17	-0.28	-0.14	-0.15	-0.2	1596	-0.1%	nt	nt	-0.1	1230	11%	nt	5%	nt	nt	nt
CN1C(=O)/C(=C/c2ccc(N3CCCCCC3)o2)C(=O)NC1=S	-0.39	0.53	-0.19	1	nt	nt	0.3%	i	39	nt	nt	1%	-2.4%	18%	2.8	1.8	3.9
Cc1nc2ccccc2c(=O)n1-c1ccc(Br)cc1[N+](=O)[O-]	-0.32	-0.24	-0.3	-0.17	0.59	1540	0.2%	i	-4	0.8	1086	2%	0.1%	1%	1.0	1.5	3.7
O=C(c1ccc(Cl)cc1)C1CCCN(C2CCSCC2)C1 (stereo not given)	-0.91	1.8	-0.17	1.1	nt	nt	nt	i	-4	-0.6	1579	-1%	-1.0%	0%	3.5	2.4	7.5
O=S1(=O)CC2(N3CCOCC3)CCCCC21 (stereo not given)	-1.5	-0.22	-0.27	1.1	-0.01	1692	-9.5%	i	-58	0.1	1023	1%	-3.0%	-10%	2.0	3.9	4.6
Clc1ccc2c(c1)C(c1ccccc1Cl)=NCc1nnc(N3CCN(CCSc4ccccc4)CC3)n1-2	-0.12	-0.17	0.63	0.18	-0.36	1621	-0.8%	i	-31	-1.9	1325	2%	1.0%	0%	2.2	1.8	5.3
O=C(c1cc2c(s1)-c1ccccc1OC2)N1CCC2(CC1)OCCO2	-0.4	-0.2	0.011	-0.0029	-0.31	1862	2.1%	i	22	14	883	?	-2.7%	-219%	54*	21*	71*
CN1C(=O)C(=Cc2ccc(Sc3ccccc3)o2)C(=O)N(C)C1=O	-3.2	2.5	-1.5	0.38	-0.33	1587	0.0%	i	-17	-3.7	1119	8%	-0.9%	10%	1.9	1.2	12
O=c1[nH]sc2cc(F)ccc12	-4.9*	2.4*	-2.6*	0.3*	-0.94	824	0.2%	i	-16	1.0	1112	-3%	7.8%	-3%	4.5	2.0	1.0
Cc1nn(Cc2ccccc2Cl)c(C)c1C(=O)OCC(=O)NC1CCS(=O)(=O)C1 (stereo not given)	0.14	0.66	-0.18	0.18	0.13	1229	-0.8%	i	3	-5.1	574	-3%	-8.4%	12%	5.0	2.2	4.2
O=C1NC(=O)C(=Cc2ccc(OCC(=O)N3CCOCC3)cc2)C(=O)N1	0.11	-0.11	0.4	-0.44	0.72	1188	1.6%[50 µM]	i	5	-0.5	923	5%	-2.1%	-5%	1.9	1.1	4.3
CCN(CC)P(=O)(NC(=O)c1cccn1C)N(CC)CC	0.059	-0.17	0.13	0.3	-0.28	1373	3.4%	i	0	-0.7	1117	7%	-1.5%	7%	3.0	2.3	2.2
CCCc1[nH]nc2c1C1(C(=O)N(CC(N)=O)c3ccccc31)C(C(=O)OC)=C(N)O2 (stereo not given)	-0.11	-0.33	0.16	-0.4	-0.19	1500	0.5%	i	25	-5.1	788	3%	-0.5%	-6%	4.2	2.5	10
CC1CCC(NCCc2ccc3c(c2)OCO3)CC1 (stereo not given)	-0.75	-0.17	-0.25	0.77	-1.4	1324	2.6%	i	-12	2.0	1084	11%	-1.7%	2%	1.2	2.1	10
COc1ccc(C2SCC(=O)Nc3c2c(=O)[nH]n3C2CCCCCC2)cc1OC (stereo not given)	0.17	-0.18	0.49	-0.29	nt	nt	0.3%	i	-1	nt	nt	20%	1.3%	-7%	1.9	2.8	7.4
O=C(CN1C(=O)CN=C(c2ccccc2Cl)c2cc(Cl)ccc21)NCc1ccco1	0.056	-0.2	0.39	0.22	2.1	1319	0.3%	i	14	-2.4	865	5%	0.9%	11%	4.0	2.7	9.7
CCOC(=O)C1=C(C)OC(N)=C(C#N)C12C(=O)Nc1ccc(C)cc12 (stereo not given)	-0.71	-0.22	-0.19	0.4	nt	nt	0.1%	i	37	-2.5	839	8%	-0.4%	9%	2.5	1.3	12
C[C@]12CCC(=O)C=C1CC[C@@H]1[C@@H]2C(=O)C[C@]2(C)C(=O)CC[C@@H]12	-0.85	-0.24	-0.25	0.81	nt	nt	2.8%	i	13	0.8	495	2%	-1.2%	12%	2.5	1.7	3.4
CCCC[n+]1cc(/N=C(\[O-])OC)on1	0.98	-0.28	0.78	-0.76	nt	nt	-0.9%	i	12	nt	nt	-3%	-0.6%	2%	4.1	2.4	3.3
Cc1onc(-c2ccccc2)c1C(=O)N1CCC2(CC1)OCCO2	-0.33	-0.27	-0.15	0.86	-0.39	1292	6.5%	i	-9	nt	nt	-1%	-1.9%	17%	3.1	2.6	5.5
CCCCCc1nc2c(c(=O)c3ccccc3n2C)c(=O)n1C1CCCCCC1	-0.66	-0.0016	-0.43	0.39	-2.3	1157	8.2%	i	0	1.5	1033	4%	3.1%	8%	3.1	4.3	0.3
COc1ccc(CC2C(=O)NC(=O)NC2=O)c(OC)c1	0.12	-0.27	0.18	-0.72	-0.56	1292	0.0%	i	-5	nt	nt	-2%	-2.3%	5%	3.4	2.0	21
CCc1ccc(N2C(=O)NC(=O)C(CCc3ccncc3)(CCc3ccncc3)C2=O)cc1	0.17	-0.18	0.23	-0.082	0.08	1374	0.8%	i	14	-5.3	527	2%	-0.6%	20%	4.0	3.5	7.8
COc1ccc(OC)c(N2C(=O)NC(=O)C(CCc3ccncc3)(CCc3ccncc3)C2=O)c1	-0.054	-0.23	-0.075	0.83	nt	nt	1.4%[50 µM]	i	-3	2.0	624	10%	-3.0%	15%	3.2	2.0	0.5
COc1ccc(Cn2c(N)c(C(=O)NCc3ccco3)c3nc4ccccc4nc32)cc1OC	0.9	0.23	1.5	-2.5	-1.7	1229	-1.1%	i	0	1.4	927	17%	-1.8%	13%	4.0	3.2	1.5
Cc1ccccc1NC(=S)NC(NC(=O)CF)C(Cl)(Cl)Cl (stereo not given)	-0.41	-0.3	-0.5	0.7	-0.48	1260	0.1%	i	11	1.8	1000	5%	-2.1%	9%	2.8	3.6	6.4
O=C(CN1CC(c2ccccc2)CC1=O)Nc1ccccc1 (stereo not given)	-0.27	-0.15	0.2	0.44	0.41	1180	-0.9%	i	16	-0.5	1077	-8%	-1.3%	-13%	5.3	2.4	4.7
CCN1CCN(S(=O)(=O)c2cnc(Cl)c(Br)c2)CC1	0.64	-0.24	0.26	-0.25	-0.02	1626	1.4%	i	9	-1.4	1033	-2%	4.5%	-1%	2.2	2.3	3.9
C=CCNC(=S)/N=C/c1c(O)[nH]c(=O)[nH]c1=O	-0.15	-0.00065	0.51	-0.62	-0.04	1558	0.1%	i	16	0.6	1461	4%	-1.1%	3%	4.0	3.0	6.0
O=C1C2CCCN2C(c2ccncc2)N1c1ccc(Cl)c(Cl)c1 (stereo not given)	-0.17	-0.0093	-0.049	0.085	-0.48	1489	0.2%	i	3	-0.2	1396	2%	-0.5%	4%	6.1	2.0	3.3
CCCCn1c(O)c(C(CC)=NCCN2CCCCC2)c(=O)[nH]c1=O	-0.044	-0.37	0.12	-0.23	-0.41	1138	-0.7%	i	10	-0.7	1029	4%	-1.3%	7%	2.9	2.2	7.9
C/C(=N\NP(=S)(c1ccccc1)c1ccccc1)c1ccc(O)cc1O	0.93	-0.14	1.2	-0.8	-0.2	889	0.0%	nt	nt	0.2	1403	3%	nt	13%	nt	nt	nt
CC1(c2ccc(Cl)cc2Cl)OCC(Cn2cncn2)O1 (stereo not given)	-0.83	-0.28	-0.3	1.3	-0.61	1378	7.7%	i	4	0.6	1511	-1%	-0.1%	0%	4.2	2.4	5.9
COc1ccccc1-n1c(O)c(C=Nc2c(C)n(C)n(-c3ccccc3)c2=O)c(=O)[nH]c1=O	-1.4	-0.19	-0.065	0.7	-0.87	803	3.0%	i	0	-10	1244	11%	8.0%	42%	3.0	2.3	6.4
Cc1ccc(C(=O)C2CN(C)CC2C(=O)c2ccc(C)cc2)cc1 (stereo not given)	-0.48	-0.23	-0.072	0.22	-0.22	1502	1.0%	i	4	-0.6	1288	4%	-3.3%	-1%	1.5	1.0	7.5

Bioassay records (PubChem)
